SKKanGAS inh: blocks kanamycin growth of S. pyogenes SKKanGAS strain | BacTiter-Glo, 6 h | inhibition, % at 7.5 µM | actives 1.3% (n = 300,000);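 active = mean replicate score, as percent of positive control median, at least 50; inconclusive = mean below 50 but one replicate at or above 50; inactive = mean and every replicate below 50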;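 also: strain carries kanamycin resistance gene driven by streptokinase promoter and grows in 40 µg/ml kanamycin; loss of luminescence reflects streptokinase promoter inhibition or plain growth inhibition; 0% = median of DMSO wells and 100% = positive control at its reference dose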
MrgX1 agonist: human MrgX1 receptor agonism, primary screen; MrgX1-HEK293 cells, Fluo-4 calcium fluorescence, agonist mode; active compounds read high; B-score at 10 µM; actives 0.44% (n = 310,000);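 active = calcium response B-score plate-corrected fluorescence ratio at least 3 library SD, with starting fluorescence B-score inside 5 SD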
Target sequence (Q96LB2 whole entry, looked up): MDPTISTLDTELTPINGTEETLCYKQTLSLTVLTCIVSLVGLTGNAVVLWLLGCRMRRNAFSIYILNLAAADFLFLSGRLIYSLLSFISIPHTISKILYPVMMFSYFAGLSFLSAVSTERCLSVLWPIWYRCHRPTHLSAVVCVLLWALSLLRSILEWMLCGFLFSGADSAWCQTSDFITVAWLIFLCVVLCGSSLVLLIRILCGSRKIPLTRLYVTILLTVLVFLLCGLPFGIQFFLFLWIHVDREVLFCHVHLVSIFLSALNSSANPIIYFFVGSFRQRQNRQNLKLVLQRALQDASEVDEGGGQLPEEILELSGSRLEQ
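Material: MrgX1-expressing HEK293 cells / Dosing: compound as first of three additions / Incubation: overnight seeding, then 1 h dark dye loading / Signal: Fluo-4 NW calcium fluorescence / Evaluation: B-scored fluorescence response ratio / Benchmarks: positive and negative control wells on each plate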
TRPC6 inhibitor: inhibitors of mouse TRPC6 channel | Q61143 | HEK293-TRPC6, membrane potential dye, ACh-evoked depolarization; active compounds read low | B-score at 10 µM | actives 1.1% (n = 310,000) | AID 2553;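 active = B-score under library mean minus 3 SD, initial fluorescence not abnormally high, positive integrated signal ratio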;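 also: B-score derived from integrated fluorescence ratio over the kinetic read; more negative B-score means stronger inhibition of depolarization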
MrgX1 allo act: human MrgX1 positive allosteric modulation, primary screen | Q96LB2 | MrgX1-HEK293, Fluo-4 calcium flux, FDSS; active compounds read high | B-score at 10 µM | actives 0.63% (n = 310,000) | AID 588675;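 active = plate-corrected calcium response at least 3 library SD above typical, normal starting fluorescence, not activating the receptor alone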;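 also: compound read alongside a low EC10 to EC30 dose of BAM8-22 agonist; peak minus trough fluorescence over baseline measured at the second addition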
TMEM16A inh: mouse TMEM16A channel inhibition, primary screen | HEK293 TMEM16A/YFP iodide influx fluorescence, ionomycin | actives 1.2% (n = 310,000) | normalized B-score (activity score, 25-100; higher = stronger inhibition) at 10 µM | AID 588511 | Q8BHY3;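 active = ratio plate-corrected score three or more library SD toward inhibition, starting fluorescence score within five deviations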;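 also: score derived from kinetic fluorescence span divided by baseline fluorescence per well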
ANO1 activ: activators or potentiators of mouse TMEM16A chloride channel; B-score at 10 µM; AID 623877; HEK293 TMEM16A/YFP-H148Q/I152L, iodide quench fluorescence; active compounds read low; Q8BHY3; actives 0.3% (n = 340,000);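 active = fluorescence-ratio B-score plate-corrected deviation score at least 3 library SD below zero, with starting fluorescence score within 5 deviations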;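 also: channel opened by trigger with iodide after compound preincubation; score built on the fluorescence ratio of max minus min over baseline; more negative score means more quench and so TMEM16A activation or potentiation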
RGS4 act: RGS4 potentiation or activation. HEK293 M3R/inducible RGS4, carbachol calcium flux Fluo4; active compounds read low. B-score at 10 µM. AID 463111. actives 0.92% (n = 310,000);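 active = B-score of the integrated calcium signal more than 4 SD below the library mean, with starting fluorescence not abnormally high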;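 also: negative B-score means reduced calcium response which marks RGS4 activation or potentiation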
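System – HEK293 FlpIn-TREx cells, stable M3R, doxycycline-inducible RGS4 · Reagent – ECmax carbachol challenge · Times – compound preincubation 20 min at room temperature before agonist · Technique – Fluo4 fluorescence kinetic imaging of calcium · Measure – B score of integrated Fluo4 ratio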
TRPC6 activator: activators of mouse TRPC6 channel | AID 2550 | B-score at 10 µM | HEK293-TRPC6 membrane potential dye fluorescence; active compounds read high | actives 0.13% (n = 310,000);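 active = B-score of the integrated fluorescence ratio above library mean plus 3 SD, and starting fluorescence ratio within library mean plus 5 SD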;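 also: higher score means more depolarization so channel activation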
MrgX1 antag: antagonists of human MrgX1 receptor. actives 1.3% (n = 310,000). AID 588676. B-score at 10 µM. MRGX1-HEK293 calcium flux, Fluo-4, BAM8-22 antagonism; active compounds read low. Q96LB2;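 active = calcium-response B-score plate-corrected more than 3 library SD below zero, starting fluorescence within 5 deviations, no agonist response on first addition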;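 also: peak minus trough fluorescence over baseline after final BAM8-22 challenge near maximal dose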
RGS4 block: inhibitors of human RGS4; P49798; AID 463165; actives 0.45% (n = 310,000); B-score at 10 µM; HEK293 M3R/RGS4 inducible, Fluo-4 calcium flux; active compounds read high; triggered by carbachol at its EC20;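 active = B-score, a plate-corrected calcium signal, over three deviations above library mean, with baseline fluorescence within five deviations of library mean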;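 also: RGS4 expression induced by doxycycline in cells with stable M3 receptor; B-score is computed from the integrated fluorescence ratio over baseline after carbachol; higher B-score means a larger calcium signal and so more RGS4 inhibition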
Target sequence (P49798 whole entry, looked up): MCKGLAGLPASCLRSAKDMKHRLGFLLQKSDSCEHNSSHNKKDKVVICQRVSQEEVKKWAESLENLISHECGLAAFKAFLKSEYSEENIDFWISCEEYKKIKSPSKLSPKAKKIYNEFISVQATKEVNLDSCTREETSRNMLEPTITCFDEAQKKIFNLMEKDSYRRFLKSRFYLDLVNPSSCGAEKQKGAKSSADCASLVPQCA
HDAC3 inh: inhibitors of human histone deacetylase 3; O15379; recombinant HDAC3, fluorogenic peptide/trypsin coupled, fluorescence; inhibition, % at 8.3 µM; actives 0.15% (n = 320,000); AID 2718; in the data active = inhibition above about 26%, passing the limit was not always enough; inconclusive = no clear call, values can overlap the other calls
Target sequence (O15379 whole entry, looked up): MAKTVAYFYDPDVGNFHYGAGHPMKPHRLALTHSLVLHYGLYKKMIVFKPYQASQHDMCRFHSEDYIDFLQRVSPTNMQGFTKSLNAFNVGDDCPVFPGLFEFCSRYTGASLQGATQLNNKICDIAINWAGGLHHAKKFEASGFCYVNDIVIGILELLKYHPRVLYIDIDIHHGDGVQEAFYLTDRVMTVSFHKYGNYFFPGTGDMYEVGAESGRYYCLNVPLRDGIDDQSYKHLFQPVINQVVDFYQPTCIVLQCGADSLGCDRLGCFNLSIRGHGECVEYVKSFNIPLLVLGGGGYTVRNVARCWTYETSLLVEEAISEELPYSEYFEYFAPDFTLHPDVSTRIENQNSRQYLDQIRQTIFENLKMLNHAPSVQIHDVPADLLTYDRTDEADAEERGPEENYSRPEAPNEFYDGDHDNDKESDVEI
Numbers without * were called inactive; i = inactive; ? = inconclusive; . = not tested or not shown.

SMILES	SKKanGAS inh	MrgX1 agonist	TRPC6 inhibitor	MrgX1 allo act	TMEM16A inh	ANO1 activ	RGS4 act	TRPC6 activator	MrgX1 antag	RGS4 block	HDAC3 inh
CC(C)c1ccc(S(=O)(=O)N2CCN(C(=S)NCc3ccco3)CC2)cc1	5	i	i	i	i	i	i	i	i	i	5
CC(C(=O)NC1CCCCCC1)c1ccc([N+](=O)[O-])cc1 (stereo unspecified)	-5	i	i	i	i	i	i	i	i	i	-4
CCOC(=O)CN1C(=N)N(c2nc(NC(C)C)nc(OC)n2)CC1=O	-3	i	i	i	i	i	i	i	i	i	-2
Nc1ccc(-c2nc3ccccc3[nH]2)cc1	-3	i	i	i	i	i	i	i	i	i	-73
CCOC(=O)C1(Cc2ccccc2)CCCN(S(=O)(=O)N(C)C)C1 (stereo unspecified)	1	i	i	i	i	i	i	i	i	i	-3
Cc1[nH]c(C(=O)N/N=C/c2ccc(C(=O)O)cc2)c(C)c1C(=O)N/N=C/c1ccc(C(=O)O)cc1	-4	i	i	i	i	i	i	i	i	i	11
O=c1c2c(-c3ccc(Cl)cc3)csc2nc2n1CCC2	-7	i	i	i	i	i	i	i	i	i	-10
O=C1c2ccccc2C(=O)N1c1ccc(S(=O)(=O)N2CCCCC2)cc1	-6	i	i	i	i	i	i	i	i	i	5
Cn1ncc(Oc2ccc([N+](=O)[O-])cc2)c(Cl)c1=O	5	i	i	i	i	i	i	i	i	i	0
COc1ccc(CNC(=O)/C=C/c2ccc(S(=O)(=O)NCc3ccco3)cc2)cc1OC	-3	i	i	i	i	i	i	i	i	i	-5
COc1ccc(S(=O)(=O)N2CCCC(C(=O)NCc3ccncc3)C2)cc1Cl (stereo unspecified)	-1	i	i	i	i	i	i	i	i	i	-3
O=C(CC12CC3CC(CC(C3)C1)C2)NCC(=O)OCc1cc(=O)oc2ccc3ccccc3c12	36	i	i	i	i	i	i	i	i	i	-7
CS(=O)(=O)N(CC(=O)NCC1CCCO1)c1cccc(Cl)c1 (stereo unspecified)	-2	i	i	i	i	i	i	i	i	i	2
COc1cc(NC(=O)c2cc(C(C)C)on2)cc(OC)c1OC	-8	i	i	i	i	i	i	i	i	i	-7
CCCn1nnc(NC(=S)NC(=O)C(C)(C)C)n1	25	i	i	i	i	i	i	i	i	i	-2
CCOC(=O)C(C(=O)OCC)C1CCS(=O)(=O)C1 (stereo unspecified)	-2	i	i	i	i	i	i	i	i	i	0
Cc1ccc(NC(=S)N(Cc2ccccc2)Cc2cccs2)c(C)c1	12	i	i	i	i	i	i	i	i	i	3
NC1=NC(c2ccccc2C(F)(F)F)N(c2ccc(F)c(Cl)c2)C(N)=N1 (stereo unspecified)	-7	i	i	i	i	.	i	i	i	i	3
CCOC(=O)c1cc(-c2cccs2)[nH]n1	-4	i	i	i	i	i	i	i	i	i	1
CC1CC(C)CN(C(=O)COC(=O)c2cc([N+](=O)[O-])ccc2N2CCOCC2)C1 (stereo unspecified)	3	i	i	i	i	i	i	i	i	i	1
C=CCOc1c(Cl)cc(CNc2nccs2)cc1OC	18	i	i	i	i	i	i	i	i	i	1
CCN(CC)S(=O)(=O)c1ccc(C(=O)NCC(=O)N/N=C/c2ccccc2OC)cc1	6	i	i	i	i	i	i	i	i	i	4
N#CCCSc1ccccc1NC(=O)c1cc(=O)c2ccccc2o1	0	i	i	i	i	i	i	i	i	i	5
Cc1c(Cl)cccc1NC(=S)N1CCOCC1	5	i	i	i	i	i	i	i	i	i	6
CC1CCCCN1CCCNc1c(C=O)c(=O)[nH]c2ccccc12 (stereo unspecified)	-4	i	i	i	i	i	i	i	i	i	-1
Next records follow.
SMILES	SKKanGAS inh	MrgX1 agonist	TRPC6 inhibitor	MrgX1 allo act	TMEM16A inh	ANO1 activ	RGS4 act	TRPC6 activator	MrgX1 antag	RGS4 block	HDAC3 inh
N#Cc1c(NCCCO)nc(-c2ccco2)c2c1CCCC2	-1	i	i	i	i	i	i	i	i	i	-2
Cc1cc(N2CCCCC2)nc(-c2ccc(Br)cc2)n1	8	i	i	i	i	i	i	i	i	i	4
Cc1nccn1CC(=O)N/N=C/c1c[nH]c2ccccc12	3	i	i	i	i	i	i	i	i	i	-4
COc1cc(/C=C(\C#N)c2ccccn2)cc(OC)c1O	-4	51*	-5.1*	i	i	i	i	14*	i	i	7
CCC(C)C(NC(=O)c1ccccc1NC(=O)c1ccc(C)cc1)C(=O)O (stereo unspecified)	-3	i	i	i	i	i	i	i	i	i	?
CCOc1ccc(NC(=O)CC)cc1	-4	i	i	i	i	.	i	i	i	i	4
C/C(=N/NS(=O)(=O)c1ccc(C)cc1)c1ccc2c(c1)OCO2	10	i	i	i	i	i	i	i	i	i	11
CCN(CC(=O)Nc1cccc(F)c1)CC(=O)Nc1ccccc1OC	-3	i	i	i	i	i	i	i	i	i	4
COc1ccc(C)cc1NC(=O)CN(C)S(=O)(=O)c1cc(C)ccc1OC	2	i	i	i	i	i	i	i	i	i	?
COc1ccc(N(CC(=O)Nc2cc(C)on2)S(=O)(=O)c2cc(C)ccc2C)cc1	6	i	i	i	i	i	i	i	i	i	-3
CCc1nnc(NC(=O)C2CC(=O)N(C3CCCCC3)C2)s1 (stereo unspecified)	4	i	i	i	i	i	i	i	i	i	1
CN(CC(=O)Nc1ccc(F)cc1)C(=O)COC(=O)COc1ccc(C#N)cc1	-7	i	i	i	i	i	i	i	i	i	5
COc1cc(C(=O)NCC(=O)NC(C)CCc2ccccc2)cc(OC)c1OC (stereo unspecified)	0	i	i	i	i	i	i	i	i	i	-1
CC(=O)OCc1cc2cc(C)ccc2[nH]c1=O	-4	i	i	i	i	i	i	i	i	i	-4
CCOC(=O)N1CCN(C(=O)Cn2ccc3ccccc3c2=O)CC1	1	i	i	i	i	i	i	i	i	i	2
COc1ccc2[nH]c3c(Cl)ncnc3c2c1	-3	i	i	i	i	i	i	i	i	i	-1
COCCCNC(=S)N1CCN(c2ccccc2)CC1	1	i	i	i	i	i	i	i	i	i	1
CS(=O)(=O)c1ccc2nc(NC(=O)c3cccs3)sc2c1	.	i	.	24*	i	i	.	.	i	.	2
N#Cc1cnn2ccc(-c3ccc4c(c3)CCC4)nc12	6	i	i	i	i	i	i	i	i	i	-12
CNCCCOc1cccc(Oc2ccccc2)c1	-3	i	-5.1*	i	i	i	i	i	i	i	-3
CC(C)(C)OC(=O)NNC(=O)NC12CC3CC(CC(C3)C1)C2	-12	i	i	i	i	i	i	i	i	i	3
FC(F)(F)c1cc(N2CCNCC2)c2ccccc2n1	-2	i	i	i	i	i	i	i	i	i	-8
COc1ccc(NC(=O)C23CC4CC(C2)CC(n2cnc(Br)n2)(C4)C3)cc1OC	-3	i	i	i	i	i	i	i	i	i	0
Cc1occc1C(=O)N1CCC2(CCCN(Cc3ccc(F)c(F)c3)C2)C1 (stereo unspecified)	21	i	i	i	i	i	i	i	i	i	4
COc1ccc(CCNc2ncccc2C#N)cc1OC	-13	i	i	i	i	i	i	i	i	i	-1
(more compounds)
SMILES	SKKanGAS inh	MrgX1 agonist	TRPC6 inhibitor	MrgX1 allo act	TMEM16A inh	ANO1 activ	RGS4 act	TRPC6 activator	MrgX1 antag	RGS4 block	HDAC3 inh
Cc1ccccc1C(=O)NC(CC(C)C)C(=O)Nc1ccc(F)c([N+](=O)[O-])c1 (stereo unspecified)	5	i	i	i	i	i	i	i	i	i	-8
O=C(NCc1ccco1)c1ccc(COc2ccccc2Cl)cc1	2	i	i	i	i	i	i	i	i	i	-3
CCN1CCN(Cc2ccc(NC(=O)c3cc(NC(=O)c4cnn(-c5ccccc5)c4N)cc(OC)c3)cc2C(F)(F)F)CC1	8	i	i	i	i	i	i	i	i	i	4
CCCNC(=O)C1CCC(CNS(=O)(=O)c2ccc3c(c2)CC(C)N3C(C)=O)CC1 (stereo unspecified)	0	i	i	i	i	i	i	i	i	i	1
Cc1cc(C)n(CC(C)NCc2c(C(=O)N3CCOCC3)nc3c(C)cccn23)n1 (stereo unspecified)	-7	i	i	i	i	i	i	i	i	i	.
CCC(=O)N1CC(C)C(=O)Nc2ccccc21 (stereo unspecified)	0	i	i	i	i	i	i	i	i	i	-1
CCOC(=O)c1cccc(NC(=O)c2ccc3c(c2)C(=O)N(CC2CCCO2)C3=O)c1 (stereo unspecified)	-2	i	i	i	i	i	i	i	i	i	3
COc1ccccc1OCc1cc(C(=O)N2CCN(C)C(c3ccccc3)C2)no1 (stereo unspecified)	-5	i	i	i	i	i	i	i	i	i	-5
Cc1ccc2c(CN3CCN(Cc4ccc5c(c4)OCO5)CC3)cc(=O)oc2c1C	-13	i	i	i	i	i	-8.7*	i	i	i	1
O=C(COC(=O)c1ccc(Br)o1)NCC1CCCO1 (stereo unspecified)	-1	i	i	i	i	i	i	i	i	i	-1
CCCCNc1nc(CC(C)=O)ns1	0	i	i	i	i	i	i	i	-6.6*	i	0
CN(CCCNC(=O)C1CCCN(S(=O)(=O)c2cnc[nH]2)C1)c1ccccc1 (stereo unspecified)	-4	i	i	i	i	i	i	i	i	i	-7
O=C(CN1CCC(NC(=O)Nc2ccc(F)cc2)CC1)Nc1ccccc1[N+](=O)[O-]	1	i	i	i	i	i	i	i	i	i	6
CC(=O)c1ccc(N2CCN(C(=O)c3cc4c(C)nc5ccccc5c4o3)CC2)cc1	14	i	i	i	i	i	i	i	i	i	-4
Cc1ccc(-n2ncc3c(SCC(=O)NNC(=O)c4ccco4)ncnc32)cc1	0	i	i	i	i	i	i	i	i	i	-4
CCCCN(CC)CCCNC(=O)c1cc2c(-c3ccc(OC)c(OC)c3)nn(C)c2s1	3	i	i	i	i	i	i	i	i	i	-5
Cc1cccc(C(=O)Nc2ccc(S(=O)(=O)Nc3nc(C)cc(C)n3)cc2)c1	2	i	i	i	i	i	i	i	i	i	2
CCOc1ccc(N2C(=O)CC(N3CCN(c4ccc(C(=O)c5ccncc5)cc4)CC3)C2=O)cc1 (stereo unspecified)	1	i	i	i	i	i	i	i	i	i	3
COc1ccc(C2OC(=O)CC2C(=O)NCc2ccccc2Cl)cc1OC (stereo unspecified)	0	i	i	i	i	i	i	i	i	i	4
